Bioassay records (PubChem)
BAZ2B inh: BAZ2B (human) inhibition. Q9UIF8. AlphaScreen BAZ2B-H3K14Ac peptide displacement. Potency, µM (highest dose often 114 µM), for the others: at the top dose activity change, negative = inhibition, usual class: inhibitors. actives 4.4% (n = 360,000); further: potency means the concentration at half of the fitted maximal effect; on the % scale 0 is the no-effect control and ±100 the full control effect; nearly all actives have a fitted effect of over 60% in size
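Inhibition is scored as reduced AlphaScreen emission. The BAZ2B/b-H3(5-23)K14Ac complex (50 nM each) in PBS pH 7.4, 0.01% Tween-20 meets compound (up to 110 uM) for 30 min at RT before bead addition.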
PI4K2A block: inhibitors of human PI4K2A; Q9BTU6; purified PI4K2A, ADP-Glo luminescence, 1 h; stronger effect = lower value; activity change, negative = inhibition, % at 76.9 µM; actives 0.13% (n = 420,000); AID 1346378; in the data active means activity change below about -50%; inconclusive means mostly about -30% to -49%;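 further: -100% = wells without enzyme as full effect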
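ADP-Glo luminescence measured ADP generated by PI4K2A enzyme (4 ug/mL before mixing) with 1.2 mM PI substrate (pre-mix) and 300 microM ATP (pre-mix). Tris pH7.5 buffer with MgCl2, Triton X-100; 1 h reaction at ambient temperature.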
JMJD2A Tudor: inhibitors of human JMJD2A Tudor domain. O75164. AlphaScreen JMJD2A-Tudor / H3K4me3 peptide binding. Potency, µM (doses to about 114 µM), for the others: top-dose activity change, negative = inhibition, actives largely listed as inhibitors. actives 4.4% (n = 390,000). AID 504339; further: potency means the concentration at half of the fitted maximal effect; on the % scale 0 is the no-effect control and ±100 the full control effect; nearly all actives have a fitted effect of over 50% in size
G9a block: blocks human histone lysine methyltransferase G9a | Q96KQ7 | Potency, µM (highest dose often 102 µM), without a hit: top-dose activity, negative = inhibition, actives largely listed as inhibitors | G9a H3K9 monomethylation, AlphaScreen, 2 h | actives 8.8% (n = 350,000) | AID 504332; further: potency means the concentration at half of the fitted maximal effect; on the % scale 0 is the no-effect control and ±100 the full control effect; nearly all actives have a fitted effect of over 75% in size
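Methyltransferase reactions run at room temperature for 2 h (20 nM enzyme, 500 nM biotin-H3K9 peptide, 20 uM SAM) after a 15 min compound preincubation; product detected by AlphaScreen beads and anti-H3K9me1 antibody.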
HP1b chromo inh: HP1-beta chromodomain-methylated histone interaction inhibition; P83916; actives 0.56% (n = 390,000); Potency, µM (doses to about 114 µM), for the others: top-dose activity change, negative = inhibition, hits mostly inhibitors; AlphaScreen HP1-beta / biotin-H3K9me3 peptide binding; AID 540317; further: potency means the concentration at half of the fitted maximal effect; nearly all actives have a fitted effect of over 70% in size; inactives centre near 23
Target sequence (P83916 whole entry, looked up): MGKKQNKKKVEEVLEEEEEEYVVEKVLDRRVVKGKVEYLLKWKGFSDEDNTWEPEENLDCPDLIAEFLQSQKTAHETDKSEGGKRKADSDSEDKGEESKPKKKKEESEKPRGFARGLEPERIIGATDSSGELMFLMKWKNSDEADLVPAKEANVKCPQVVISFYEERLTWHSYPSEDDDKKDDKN
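Compound inhibition of the preformed complex between 50 nM HP1-beta and 50 nM biotinylated H3K9me3 peptide was read by AlphaScreen. Buffer was PBS pH 7.4 with 0.01% Tween-20. Incubations ran 30 min at room temperature, with 10 ug/mL donor/acceptor beads.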
RGS4 inhibitor: human RGS4 inhibition. actives 0.039% (n = 390,000). Potency, µM (titrated, usually from 114 µM), inactives show at the top dose activity change, negative = inhibition, actives largely listed as inhibitors. P49798. Transcreener GDP fluorescence polarization, RGS4-accelerated GTP hydrolysis; further: potency means the concentration at half of the fitted maximal effect; on the % scale 0 is the no-effect control and ±100 the full control effect; nearly all actives have a fitted effect of over 75% in size; some results filed as inactive show a strong effect at the top dose
Target sequence (P49798 whole entry, looked up): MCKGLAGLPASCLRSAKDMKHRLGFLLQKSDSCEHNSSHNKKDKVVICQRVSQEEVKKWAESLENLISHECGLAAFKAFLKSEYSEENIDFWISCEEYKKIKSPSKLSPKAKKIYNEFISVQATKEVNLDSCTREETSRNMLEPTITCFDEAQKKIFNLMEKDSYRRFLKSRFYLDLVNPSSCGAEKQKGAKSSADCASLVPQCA
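MLSMR compounds (23 nl, pin-transferred) preincubated 10 min at room temperature with a 500nM (2x) first reagent, then RGS4 at 900nM (2x) plus Transcreener GDP mix added; fluorescence polarization (620/688 nm) read before and after 90 min at 30 °C.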
ALOX12 inh: ALOX12 (human) lipoxygenase inhibition | purified 12hLO, xylenol orange hydroperoxide absorbance | Potency, µM (doses to about 108 µM), for the others: top-dose activity change, negative = inhibition, usual class: inhibitors | actives 1.1% (n = 580,000) | AID 1671190; further: potency means the concentration at half of the fitted maximal effect; on the % scale 0 is the no-effect control and ±100 the full control effect
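Hydroperoxide product was detected by ferrous iron/xylenol orange as the 573 to 405 nm absorbance ratio. Arachidonic acid at 40 uM (final) was turned over for 30 min at room temperature by 150 nM human 12hLO, pH 7.0 Hepes buffer, after 15 min compound preincubation.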
ERG-DNA inh: blocks human ERG Ets domain binding to DNA; P11308; fluorescence polarization, His-ERG Ets domain / labelled DNA; Potency, µM (titrated, usually from 76.9 µM), for inactives: at the top dose FP activity, negative = inhibition, most hits filed as inhibitors; actives 0.028% (n = 370,000); AID 624246; active means well fitted inhibition curve with a large enough effect in the polarisation, with a control signal flat; inconclusive means small, poorly fitted or top-dose-only effect, or effect the other way, or a change in a side signal; inactive means no such curve, though single readings can be large or run the other way; the % refers to the polarisation;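 further: polarization taken with two DNA probes labelled with fluorescein and Texas red; potency means the concentration at half of the fitted maximal effect; % of control where 0% means no effect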
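His-tagged ERG Ets domain (1 uM in the protein solution; 300mM KCl, 50mM Tris-HCl, 1mM EDTA, 1mM DTT, pH 7.5) received compound, then a probe mix of 5 nM fluorescein-DNA and 100nM Texas-615-DNA. Fluorescence polarization was read for both dyes.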
GLS inhibitor: blocks human kidney-isoform glutaminase activity; O94925; GLS enzymatic activity, qHTS titration; Potency, µM (highest dose often 45.5 µM), for the others: top-dose activity change, negative = inhibition, most hits filed as inhibitors; actives 0.21% (n = 410,000); further: potency means the concentration at half of the fitted maximal effect; on the % scale 0 is the no-effect control and ±100 the full control effect
Target sequence (O94925 whole entry, looked up, canonical isoform): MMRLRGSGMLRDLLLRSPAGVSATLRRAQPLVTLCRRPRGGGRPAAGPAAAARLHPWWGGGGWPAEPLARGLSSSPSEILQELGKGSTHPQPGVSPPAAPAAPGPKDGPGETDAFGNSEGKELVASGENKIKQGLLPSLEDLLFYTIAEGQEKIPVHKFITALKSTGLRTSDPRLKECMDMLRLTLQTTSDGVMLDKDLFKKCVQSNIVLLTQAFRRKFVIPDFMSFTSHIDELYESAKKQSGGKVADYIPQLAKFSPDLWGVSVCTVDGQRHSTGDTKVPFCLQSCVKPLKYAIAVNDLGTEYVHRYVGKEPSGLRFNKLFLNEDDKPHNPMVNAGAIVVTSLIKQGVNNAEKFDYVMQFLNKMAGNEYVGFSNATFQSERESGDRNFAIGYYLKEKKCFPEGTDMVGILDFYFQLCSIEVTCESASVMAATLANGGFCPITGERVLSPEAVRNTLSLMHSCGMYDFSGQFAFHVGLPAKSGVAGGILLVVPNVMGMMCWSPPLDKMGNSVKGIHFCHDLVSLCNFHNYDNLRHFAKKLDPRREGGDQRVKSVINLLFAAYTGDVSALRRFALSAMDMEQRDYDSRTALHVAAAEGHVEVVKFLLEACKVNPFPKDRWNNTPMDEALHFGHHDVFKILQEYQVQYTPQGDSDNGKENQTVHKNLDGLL
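Two-point fluorescence kinetic (t0, 30 min RT) for hKGA; glutamate detected via glutamate oxidase–HRP–Amplex Red. Substrate: 1 mM L-glutamine solution; buffer 45 mM KH2PO4, pH 8.2.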
Numbers without * were called inactive; ? = inconclusive; . = not tested or not shown; & = joins results of further samples; [ ] = remark or other dose. Unless noted, the call rests on the fitted dose curve; in most records, active means well fitted curve in the direction sought with a large enough effect; inconclusive means small, poorly fitted or top-dose-only effect, or another doubt; inactive means no such curve, though single readings can be large; an effect the other way counts as inactive or inconclusive. This is a subset; rates above refer to the full screens.

ALOX12 inh | G9a block | PI4K2A block | HP1b chromo inh | Compound | GLS inhibitor | ERG-DNA inh | BAZ2B inh | JMJD2A Tudor | RGS4 inhibitor
347%[activator] | 17%[2.33 µM] | 7 | 20% | COc1ccc(S(=O)(=O)N2CCCCC2)cc1NC(=O)c1ccc(C)cc1 | 0% | 6% | 7% | -8% | 29%
4% | 10%[59 µM] | 1 | 18% | Cc1ccc(NC(=O)NNC(=O)CN2C(=O)COc3ccccc32)cc1 | 2% | -3% | -1% | 6% | 7%
-15% | ? | -7 | 27% | CC(C)c1ccccc1NC(=S)NCC1(N(C)C)CCCCC1 | 0% | 6% | -20% | -22% | -6%
-13% | . | 12 | 6% | CNc1ncnc(NC)c1[N+](=O)[O-] | 0% | -4% | . | -6% | 13%
0% | -2%[59 µM] | 1 | 9% | CCOC(=O)C(C)n1ncn2cccc2c1=O (stereo unspecified) | 11% | 1% | -34% | -3% | -5%
475%[activator] | 7% | -3 | 55%[activator] | O=C(Cn1cc2c(n1)CCCC2)N1CCc2ccccc21 | 1% | 1% | 13% | 8% | -11%
-2% | ? | -2 | 15% | CC(=O)Nc1ccc(S(=O)(=O)NC(C(=O)O)C(C)O)cc1 (stereo unspecified) | 0% | -9% | -11% | -13% | 24%
22% | 5%[12.7 µM] | 1 | 22% | CCc1c(C)nc(SCCOc2ccc(OC(C)C)cc2)[nH]c1=O | 24% | 4% | 1% | -18% | 3%
4% | -39% | 7 | 15% | COc1ccc(-c2[nH]ncc2CNC(C)c2ccccc2Cl)cc1F (stereo unspecified) | 0% | -1% | ? | -35% | 37%
-8% | 2%&27%[59 µM] | -4&6 | 16% | NC(=O)c1cccnc1 | 3%&-4% | -2% | 7% | -5% | 18%
1% | . | 6 | 9% | N#CN1CCC(NS(=O)(=O)c2ccc(C(F)(F)F)cc2)CC1 | -11% | . | . | -8%&-29% | ?
-3% | -15% | 5 | 89%[activator] | Cc1cc(C)c2cc3c(N)c(C(=O)Nc4c(C)[nH]c(=O)[nH]c4=O)sc3nc2c1 | ? | 8% | 50µM* | ? | ?
-2% | 15%[59 µM] | 0 | 46% | CCOc1ccccc1OCCC(=O)Nc1ccc(F)c(Cl)c1 | -3% | -5% | 3% | -1% | -7%
-14% | 6%[59 µM] | 4 | 0%[57 µM] | COc1ccc(Br)cc1CNC(=O)c1ccc2nc(C(C)C)oc2c1 | 1% | 2% | 3% | -23% | -5%
33%[activator] | 21% | 1 | 32% | CCN(CC)C(=O)COc1ccc(S(=O)(=O)N2CCCC2)cc1 | -3% | -6% | -11% | -9% | 4%
30% | 41%[12.7 µM] | -5 | -6% | COc1ccc(OCC(=O)Nc2ccc3c(c2)nc(CN2CCCC2)n3C)cc1 | 37%[activator] | -6% | -11% | -29%[11.4 µM] | -13%[11.4 µM]
? | 20% | 1 | 14% | CCc1ccc(OCC(=O)N/N=C(\C)c2ccc3c(c2)OCCO3)cc1 | 4% | -10% | -8% | -10% | -5%
-1% | ? | -4 | 87%[activator] | C/C(=N\NC(=O)C(=O)N/N=C(\C)c1cccc(O)c1)c1cccc(O)c1 | 22% | 7% | ? | -30%[57.1 µM] | -34%
2% | 16%[12.7 µM] | -1 | 7% | O=C(COc1ccccc1)N/N=C/c1cc2c(cc1[N+](=O)[O-])OCO2 | 3% | . | 3% | -16% | -31%
-19% | -13% | 4 | 12% | O=C(O)C(O)Cc1c[nH]c2ccccc12 (stereo unspecified) | 23% | -2% | -5% | -20% | 7%
-17% | . | -4 | 0% | COc1cc(OC)cc(C(=O)NCC(=O)OCC(=O)NCc2ccco2)c1 | -8% | 1% | . | ? | -15%
-20% | -5% | 2 | ? | CCn1c(SCC(=O)NC(=O)NC(C)(C)C)nc2ccccc21 | -25% | 14% | -4% | 11µM* | ?
-20% | -21%[59 µM] | -2 | 22% | Cc1cc2c(n1-c1ccc(C(=O)NCCc3ccc(Cl)cc3)cc1)CCC(C)C2 (stereo unspecified) | -7% | -5% | -8% | -25% | 18%
? | -5% | -8 | 22% | O=[N+]([O-])c1cccc(C(=NCc2ccccc2)NO)c1 | 9% | -1% | -34% | -8% | -2%
-3% | . | 7 | 28% | c1ccc(COc2ncnc3c2ncn3CCCN2CCN(c3ccccn3)CC2)cc1 | 5% | 11% | . | -7% | 19%
8% | 2%[12.7 µM] | -2 | 80%[activator] | CC(C)CCN(C(=S)Nc1cccc(C(F)(F)F)c1)C(C)c1ccccn1 (stereo unspecified) | 1% | -3% | 4% | 11% | -20%[56.9 µM]
-16% | -19%[59 µM] | -4 | 24% | Cc1ccc(CCNC(=O)c2c(C)oc3ncn(CC(C)C)c(=O)c23)cc1 | -18% | 3% | 9%[57.1 µM] | -10% | 19%
6% | 59%[activator] | -4 | 26% | CC(NC(=O)c1cc2c(s1)CS(=O)(=O)C2)c1ccccc1 (stereo unspecified) | -12% | 2% | -23% | 12% | 11%
-19% | 50µM* | 16 | 42%[activator] | Cc1cc(-n2c(C)cc(C(=O)CCl)c2C)no1 | -8% | -2% | . | -22% | -9%
? | ? | 13 | ? | O=C(COC(=O)CCN1C(=O)/C(=C\C=C\c2ccccc2)SC1=S)Nc1cc(F)ccc1F | 3% | 27% | 20µM* | 40µM* | -49%
? | 20% | 7 | 26% | Cc1ccc(NC(=S)NCc2ccc(F)cc2)c(C)c1 | 7% | -14% | -5% | -26% | -9%
16% | 13% | -3 | 12% | COc1ccc(NC(=O)c2oc3ccccc3c2NC(=O)C2CC2)c(OC)c1 | 4% | -4% | -4% | -16% | -8%[56.9 µM]
? | ? | 0 | -20% | CNc1nnc(Sc2ncccc2[N+](=O)[O-])s1 | -1% | -3% | -4% | -13% | -33%
-16% | 12% | -2 | 11% | O=S(=O)(Nc1cccnc1Cl)c1ccc(-c2ccccc2)cc1 | -3% | 18% | -9% | -4% | -4%
-2% | ? | 5 | -17% | COC(=O)c1ccc(CSc2nc3c(c(=O)n2-c2ccc(Br)cc2)SCC3)o1 | 10% | 11% | ? | ? | 6%
-1% | -42% | 0 | 21% | CN(C)S(=O)(=O)c1cccc(NC(=O)COC(=O)c2cccn2C)c1 | 3% | -3% | . | -23% | 20%
-7% | 14µM* | -2 | 26% | NC(=O)C1CCN(Cc2nc3cc(C(F)(F)F)ccc3c(=O)[nH]2)CC1 | 9% | 20% | -24% | -10% | 17%
1% | -4%[0.501 µM] | -4 | 39%[activator] | O=C(COc1coc(CN2CCc3ccccc3C2)cc1=O)Nc1ccc(F)cc1 | -16% | 7% | -4% | -5% | -25%
8% | -10%[12.7 µM] | 2 | 26% | CCCOc1ccc(C(=O)N2CCCC2)cc1OC | -2% | 3% | -6% | -10% | 15%
. | -46%[59 µM] | 3 | 6% | CCn1c(N2CCN(CC(=O)c3ccc(OC)cc3)CC2)nc2ccccc21 | 3% | -3% | 1% | -17%[57.1 µM] | 26%[56.9 µM]
-2% | 8% | -8 | 26%[57 µM] | COc1ccc(C(=O)Nc2nnc(S(=O)(=O)N(C)Cc3ccccc3)s2)cc1 | 0% | -8% | -5% | -12% | 12%
-14% | . | 2 | 24% | COc1ccc(NS(=O)(=O)N2CCCCC2)cc1 | -1% | -14% | . | 1% | -11%
-17% | -1%[59 µM] | 0 | 34%[57 µM] | CC1CCN(C(=O)c2ccccc2NC(=O)c2nsc3ccccc23)CC1 | -11% | 4% | 22% | 20% | 13%
-11% | 9% | 1 | 19% | COC(=O)c1ccc(CN2CCN(CCc3ccccc3)C(CCO)C2)cc1 (stereo unspecified) | 8% | 1% | -21% | -21% | 16%
21% | ? | -9 | 62%[activator] | COc1cccc(C2NC(CCSC)(C(=O)O)C3C(=O)N(C(C)C)C(=O)C23)c1O (stereo unspecified) | 23% | 19% | 40µM* | -18% | 5%

Of the compounds above, eight have fluorine:
ALOX12 inh | G9a block | PI4K2A block | HP1b chromo inh | Compound | GLS inhibitor | ERG-DNA inh | BAZ2B inh | JMJD2A Tudor | RGS4 inhibitor
4% | -39% | 7 | 15% | COc1ccc(-c2[nH]ncc2CNC(C)c2ccccc2Cl)cc1F (stereo unspecified) | 0% | -1% | ? | -35% | 37%
1% | . | 6 | 9% | N#CN1CCC(NS(=O)(=O)c2ccc(C(F)(F)F)cc2)CC1 | -11% | . | . | -8%&-29% | ?
-2% | 15%[59 µM] | 0 | 46% | CCOc1ccccc1OCCC(=O)Nc1ccc(F)c(Cl)c1 | -3% | -5% | 3% | -1% | -7%
8% | 2%[12.7 µM] | -2 | 80%[activator] | CC(C)CCN(C(=S)Nc1cccc(C(F)(F)F)c1)C(C)c1ccccn1 (stereo unspecified) | 1% | -3% | 4% | 11% | -20%[56.9 µM]
? | ? | 13 | ? | O=C(COC(=O)CCN1C(=O)/C(=C\C=C\c2ccccc2)SC1=S)Nc1cc(F)ccc1F | 3% | 27% | 20µM* | 40µM* | -49%
? | 20% | 7 | 26% | Cc1ccc(NC(=S)NCc2ccc(F)cc2)c(C)c1 | 7% | -14% | -5% | -26% | -9%
-7% | 14µM* | -2 | 26% | NC(=O)C1CCN(Cc2nc3cc(C(F)(F)F)ccc3c(=O)[nH]2)CC1 | 9% | 20% | -24% | -10% | 17%
1% | -4%[0.501 µM] | -4 | 39%[activator] | O=C(COc1coc(CN2CCc3ccccc3C2)cc1=O)Nc1ccc(F)cc1 | -16% | 7% | -4% | -5% | -25%
